Screening data deposited in PubChem BioAssay by Sanford-Burnham Center for Chemical Genomics.
Hsp70 displacement: Hsp70 inhibitors, probe displacement, primary screen, biochemical, fluorescence polarization (AID 583) | actives 0.06% (n = 140,000) | Hsp70 fluorescence polarization probe displacement, mP; higher % means a stronger effect | one-dose displacement, % at 20 µM; IC50 in µM for titrated hits; in the data active = displacement above about 50%;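 note: plate controls were vehicle for no effect and reference ligand for full effect; a part of the inactive calls stands beside numbers as strong as those of hits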
MKP-3 inhibition: MKP-3 phosphatase inhibitors, primary screen, biochemical, rat enzyme, in vitro (AID 425). recombinant MKP-3 phosphatase activity, fluorescence; higher % means a stronger effect. inhibition, % at 20 µM, or IC50 in µM where a hit was titrated. actives 0.17% (n = 110,000); in the data active = inhibition above about 50%;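 note: plate controls were vehicle for no effect and reference inhibitor for full effect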
An asterisk follows results filed as active; ! = repeats disagree. An excerpt (hit frequency here may not be typical).

What do the screens show for `Cc1c(N/C=C/C(=O)c2cccs2)c(=O)n(-c2ccccc2)n1C`?
Hsp70 displacement: 2.6%; MKP-3 inhibition: -6.5%

How did CCOC(=O)c1nc(NC(=O)c2cc3ccccc3o2)sc1C do in these assays?
Hsp70 displacement: 3.6%; MKP-3 inhibition: -1.9%

Results for CCOC(=O)c1c(C)[nH]c(C)c1C(=O)CSc1nc(N)cc(N)n1 ?
Hsp70 displacement: 6.4%

Results for Cn1c(CN2CCCCC2)nc2cc(NC(=O)c3ccc(Cl)cc3)ccc21 ?
Hsp70 displacement: 1.5%

What do the screens show for `NC(=O)SCC(=O)Nc1ccccc1O`?
Hsp70 displacement: -1.2%; MKP-3 inhibition: -4.3%

What do the screens show for `O=C1c2ccccc2C(O)(Cc2ccccc2)N1C1CCCCC1` (stereo not drawn)?
Hsp70 displacement: -0.8%; MKP-3 inhibition: -3.6%

Results for Cc1ccc(S(=O)(=O)N2CCN(C(=O)CSc3ncc(C(F)(F)F)cc3Cl)CC2)cc1 ?
Hsp70 displacement: 5.3%

Results for O=C1CC(N2CCN(C(c3ccccc3)c3ccccc3)CC2)C(=O)N1c1ccc(Cl)cc1 (stereo not drawn) ?
Hsp70 displacement: 0.7%; MKP-3 inhibition: 0.3%

How did Cc1nc(N2CCN(C(=O)CCC(=O)O)CC2)c2c(C)c(C)sc2n1 do in these assays?
Hsp70 displacement: -0.7%; MKP-3 inhibition: -8.3%

How did COC(=O)c1ccc(NC(=O)c2ccoc2C)cc1 do in these assays?
Hsp70 displacement: 5.5%; MKP-3 inhibition: 1.9%

How did COc1ccc(N2C(=O)CC(Cc3ccc(Cl)cc3)C2=O)cc1 (stereo not drawn) do in these assays?
Hsp70 displacement: 2.9%; MKP-3 inhibition: -0.2%

Results for Cc1ccc(-c2nnc(SCc3ccccc3F)o2)cc1 ?
Hsp70 displacement: 0.6%; MKP-3 inhibition: -8.1%

What do the screens show for `COc1ccc(-n2cnnc2SC(C)c2nc3sc(C)c(C)c3c(=O)[nH]2)cc1` (stereo not drawn)?
Hsp70 displacement: -10.4%; MKP-3 inhibition: 1.1%

Results for O=C(Nc1cccnc1)c1c(F)cccc1F ?
Hsp70 displacement: 2.7%; MKP-3 inhibition: -5.0%

Results for COc1ccc(C(NC(N)=O)c2ccccc2)cc1 (stereo not drawn) ?
Hsp70 displacement: 3.8%; MKP-3 inhibition: -3.4%

How did COc1ccc(S(=O)(=O)N2CCN(CCN3C(=O)c4cccc5cccc(c45)C3=O)CC2)cc1[N+](=O)[O-] do in these assays?
Hsp70 displacement: -2.5%; MKP-3 inhibition: 2.8%

Results for O=C(CSc1nc2ccccc2o1)c1ccc2c(c1)OCCO2 ?
MKP-3 inhibition: -7.0%

How did CC(C)NS(=O)(=O)c1ccc(OCC(=O)NCc2cccnc2)cc1 do in these assays?
Hsp70 displacement: -8.6%; MKP-3 inhibition: -2.6%

Results for CCOC(=O)Nc1sc(C(=O)N(C)C)c(C)c1C(=O)OCC ?
Hsp70 displacement: -1.5%

What do the screens show for `CN(C)c1cc(NC(=O)CNC(C)(C)CC(C)(C)C)c2ccccc2n1`?
Hsp70 displacement: -0.3%; MKP-3 inhibition: 4.4%

What do the screens show for `CC(C)CN(CC(C)C)c1nnc(N)s1`?
Hsp70 displacement: -4.0%; MKP-3 inhibition: -1.5%

What do the screens show for `CCCn1c(=O)c2ccccc2n2c(SCC(=O)c3cc(C)n(CC4CCCO4)c3C)nnc12` (stereo not drawn)?
Hsp70 displacement: -0.3%; MKP-3 inhibition: 5.2%

How did CCC(C)NC(=O)N[C@@H](Cc1ccccc1)C(=O)O (stereo partly drawn) do in these assays?
Hsp70 displacement: -2.9%; MKP-3 inhibition: -3.8%

Results for COc1ccc(/C=C(\NC(=O)c2ccccc2)C(=O)N/N=C/c2ccncc2)cc1 ?
Hsp70 displacement: 0.9%; MKP-3 inhibition: 0.2%

How did CCOC(=O)C(NC(C)=O)(Nc1ccc(S(=O)(=O)Nc2cc(C)on2)cc1)C(F)(F)F (stereo not drawn) do in these assays?
Hsp70 displacement: -3.9%

What do the screens show for `O=C(CSc1ncn[nH]1)Nc1ccccc1C(=O)O`?
Hsp70 displacement: 2.6%; MKP-3 inhibition: -1.2%

Results for Cc1cc(Cl)ccc1OC(C)C(=O)Nc1ccc(Cl)c([N+](=O)[O-])c1 (stereo not drawn) ?
Hsp70 displacement: -2.4%; MKP-3 inhibition: 5.0%

Results for CCOc1ccc(C(=O)OCC(=O)c2c(N)n(C)c(=O)n(C)c2=O)cc1OCC ?
Hsp70 displacement: -3.7%

How did CCOc1ccc(NC(=O)N2CCC(c3ccc(C)cc3)C2)cc1 (stereo not drawn) do in these assays?
Hsp70 displacement: -0.6%

What do the screens show for `CCN1CCN(C(=O)c2cc(-c3cccnc3)nc3ccc(Br)cc23)CC1`?
Hsp70 displacement: -2.6%

How did Cc1c(C(=O)N2CCOCC2)sc2ncnc(N3CCc4ccccc4C3)c12 do in these assays?
Hsp70 displacement: 1.6%; MKP-3 inhibition: 0.5%

What do the screens show for `O=C(NCCCn1ccnc1)c1cc(-c2ccc3c(c2)OCO3)on1`?
Hsp70 displacement: -4.6%; MKP-3 inhibition: -3.8%

What do the screens show for `CC(C)(C)C(=O)CC(O)(c1ccccc1)C(F)(F)C(F)F` (stereo not drawn)?
Hsp70 displacement: 2.3%; MKP-3 inhibition: -1.8%

Results for CCN(CC)CCNc1ncnc2c1sc1nc(N3CCOCC3)c3c(c12)CC(C)(C)SC3 ?
Hsp70 displacement: -1.8%

What do the screens show for `Cc1cccc(C2CC(c3ccc(F)cc3)Nc3nc(N)nn32)c1` (stereo not drawn)?
Hsp70 displacement: -5.7%; MKP-3 inhibition: -5.6%

What do the screens show for `COCCNC(=O)CCCCCN1C(=O)CCC1=O`?
Hsp70 displacement: 5.4%; MKP-3 inhibition: -2.7%

Results for COc1ccc(N(CC(=O)N2CCCC2)S(C)(=O)=O)c(OC)c1 ?
Hsp70 displacement: -4.2%; MKP-3 inhibition: -3.0%

How did COc1ccc(-c2noc(CN3C(=O)c4ccccc4C3=O)n2)cc1 do in these assays?
Hsp70 displacement: 2.6%; MKP-3 inhibition: 1.8%

How did Cc1cc(NC(=O)NC2CCCN2S(=O)(=O)c2ccc(Cl)cc2)no1 (stereo not drawn) do in these assays?
Hsp70 displacement: 4.1%; MKP-3 inhibition: 1.4%

Results for COc1ccccc1NC(=O)CN(c1ccccc1F)S(C)(=O)=O ?
Hsp70 displacement: -4.2%; MKP-3 inhibition: 1.0%

How did O=C(O)CCN1C(=O)/C(=C2\C(=O)N(Cc3ccccc3Cl)c3ccccc32)SC1=S do in these assays?
Hsp70 displacement: 53.2%*; MKP-3 inhibition: 30.9µM*!

What do the screens show for `O=C1c2ccc(-c3nc4cc(Cl)ccc4c(=O)o3)cc2C(=O)N1c1cccc([N+](=O)[O-])c1`?
Hsp70 displacement: 1.1%; MKP-3 inhibition: 1.9%

Results for COc1cc(C2NC(=O)NC(C)=C2C(=O)Nc2ccc(C)cc2)ccc1O (stereo not drawn) ?
Hsp70 displacement: 2.1%; MKP-3 inhibition: -2.1%

How did NCCc1nnc(SCc2c(F)cccc2Cl)o1 do in these assays?
Hsp70 displacement: 0.4%; MKP-3 inhibition: -5.3%

Results for NC(=O)C(=O)NCc1ccc(Cl)cc1 ?
Hsp70 displacement: -1.7%; MKP-3 inhibition: -2.1%

Results for CCc1ccc(NC(=O)CC2Nc3ccccc3NC2=O)cc1 (stereo not drawn) ?
Hsp70 displacement: 3.4%; MKP-3 inhibition: 3.8%

How did C=CCn1c(SCc2ccc(C(=O)OC)cc2)nc2sc(C)c(C)c2c1=O do in these assays?
Hsp70 displacement: -2.8%; MKP-3 inhibition: 3.8%

Results for COc1ccc(-c2ccc(/C=C3\C(=O)NN(c4ccc(Cl)c(Cl)c4)C3=O)o2)c([N+](=O)[O-])c1 ?
Hsp70 displacement: 4.1%; MKP-3 inhibition: 16.4%

Results for Oc1ccccc1-c1nc(N2CCN(Cc3ccccc3)CC2)c2ccccc2n1 ?
Hsp70 displacement: 6.6%; MKP-3 inhibition: -5.7%

How did CCOC(=O)N1CCC(NC(=O)CCc2nc(-c3ccc(C)cc3)no2)CC1 do in these assays?
Hsp70 displacement: -3.6%; MKP-3 inhibition: 3.4%

How did COc1ccccc1C(O)Cc1nc2ccccc2n1C (stereo not drawn) do in these assays?
Hsp70 displacement: 1.5%

What do the screens show for `CCCCNC(=O)Nc1nnc(-c2ccccc2)o1`?
Hsp70 displacement: 0.0%

Results for CCOC(=O)c1cnc2ccc(Br)cc2c1NCCO ?
MKP-3 inhibition: -10.0%

What do the screens show for `COc1ccc(-c2csc3nc(C)n(-n4cccc4)c(=O)c23)cc1OC`?
Hsp70 displacement: 4.1%; MKP-3 inhibition: -4.6%

How did CCOC(=O)C1=C(C)N=c2s/c(=C\C=C\c3ccccc3)c(=O)n2C1c1ccc(OC(C)=O)cc1 (stereo not drawn) do in these assays?
Hsp70 displacement: -3.3%; MKP-3 inhibition: -0.1%

Results for CC(C)CC(NC(=O)C(NC(=O)OC(C)(C)C)C(C)C)C(=O)N1CCCC1C(N)=O (stereo not drawn) ?
Hsp70 displacement: -2.5%; MKP-3 inhibition: -9.2%

Results for CCCCC(c1nnnn1CC1CCCO1)N1CCN(Cc2ccccc2)CC1 (stereo not drawn) ?
Hsp70 displacement: 2.5%

What do the screens show for `CC(C)CC(NC(=O)c1ccco1)C(=O)O` (stereo not drawn)?
Hsp70 displacement: 0.1%; MKP-3 inhibition: 3.0%

Results for O=C(Nc1ccccc1)Nc1nnc(C23CC4CC(CC(C4)C2)C3)s1 ?
Hsp70 displacement: 0.5%; MKP-3 inhibition: -2.5%

Results for Cc1ccc(N2C(=O)NC(=O)/C(=C\c3cccc(C)c3)C2=O)cc1 ?
Hsp70 displacement: 2.2%; MKP-3 inhibition: -2.5%

An excerpt from further up, for reference:
Results for CCc1ccc(NC(=O)CC2Nc3ccccc3NC2=O)cc1 (stereo not drawn) ?
Hsp70 displacement: 3.4%; MKP-3 inhibition: 3.8%

How did C=CCn1c(SCc2ccc(C(=O)OC)cc2)nc2sc(C)c(C)c2c1=O do in these assays?
Hsp70 displacement: -2.8%; MKP-3 inhibition: 3.8%

Results for COc1ccc(-c2ccc(/C=C3\C(=O)NN(c4ccc(Cl)c(Cl)c4)C3=O)o2)c([N+](=O)[O-])c1 ?
Hsp70 displacement: 4.1%; MKP-3 inhibition: 16.4%

Results for Oc1ccccc1-c1nc(N2CCN(Cc3ccccc3)CC2)c2ccccc2n1 ?
Hsp70 displacement: 6.6%; MKP-3 inhibition: -5.7%

How did CCOC(=O)N1CCC(NC(=O)CCc2nc(-c3ccc(C)cc3)no2)CC1 do in these assays?
Hsp70 displacement: -3.6%; MKP-3 inhibition: 3.4%

How did COc1ccccc1C(O)Cc1nc2ccccc2n1C (stereo not drawn) do in these assays?
Hsp70 displacement: 1.5%

What do the screens show for `CCCCNC(=O)Nc1nnc(-c2ccccc2)o1`?
Hsp70 displacement: 0.0%

Results for CCOC(=O)c1cnc2ccc(Br)cc2c1NCCO ?
MKP-3 inhibition: -10.0%

What do the screens show for `COc1ccc(-c2csc3nc(C)n(-n4cccc4)c(=O)c23)cc1OC`?
Hsp70 displacement: 4.1%; MKP-3 inhibition: -4.6%

How did CCOC(=O)C1=C(C)N=c2s/c(=C\C=C\c3ccccc3)c(=O)n2C1c1ccc(OC(C)=O)cc1 (stereo not drawn) do in these assays?
Hsp70 displacement: -3.3%; MKP-3 inhibition: -0.1%

Next part:
How did CCCCOc1ccc(C(=S)N2CCOCC2)cc1 do in these assays?
Hsp70 displacement: -2.5%; MKP-3 inhibition: 0.5%

What do the screens show for `O=C1Nc2ccccc2/C1=c1/sc2nc3ccccc3n2c1=O`?
Hsp70 displacement: 5.1%; MKP-3 inhibition: -0.7%

What do the screens show for `C=CCn1c(Oc2cc(C)ccc2C)nc2c1c(=O)n(C)c(=O)n2C`?
Hsp70 displacement: 9.3%; MKP-3 inhibition: 2.2%

Results for COc1cccc(NC2=NC3(CCCC3)N=C(N)N2)c1 ?
Hsp70 displacement: -1.5%; MKP-3 inhibition: 0.5%

Results for CN(C)S(=O)(=O)c1ccc(C(=O)NCCOc2ccccc2)cc1 ?
Hsp70 displacement: 0.8%; MKP-3 inhibition: -0.3%

Results for Cc1cc[n+](-c2nc([O-])n(-c3ccccc3)c2C=O)cc1 ?
Hsp70 displacement: -6.1%

Results for COc1ccccc1CNC(=O)c1ccc(Cl)c(Cl)c1 ?
Hsp70 displacement: 5.0%; MKP-3 inhibition: 0.5%

What do the screens show for `COc1ccccc1CNC(=O)CCNS(=O)(=O)c1cccc2nsnc12`?
Hsp70 displacement: -1.0%

Results for CC(=O)Nc1ccc2c(c1)C1C=CCC1C(C(=O)O)N2 (stereo not drawn) ?
Hsp70 displacement: 28.4%; MKP-3 inhibition: 3.0%

How did O=S(=O)(NCCSc1ccccc1)c1cccs1 do in these assays?
Hsp70 displacement: 3.4%; MKP-3 inhibition: 3.1%

What do the screens show for `CS(=O)(=O)N(CC(=O)NCCSc1ccccn1)c1cccc(Cl)c1`?
Hsp70 displacement: 0.4%; MKP-3 inhibition: 3.6%

How did CC(=O)CC(=O)Nc1ccccc1-c1ccccc1 do in these assays?
Hsp70 displacement: 3.2%; MKP-3 inhibition: 0.0%

Results for Cc1ccc(C(=O)NCC(=O)c2ccccc2)cc1 ?
Hsp70 displacement: -1.3%; MKP-3 inhibition: -1.4%

What do the screens show for `CSc1nnc([C@H](C)NC(=O)OC(C)(C)C)o1`?
Hsp70 displacement: -1.8%; MKP-3 inhibition: -17.4%

How did CCOC(=O)CSc1nnc(Cc2ccccc2)n1Cc1ccco1 do in these assays?
Hsp70 displacement: 1.0%; MKP-3 inhibition: -11.8%

What do the screens show for `CC1=NN(c2ccc(S(N)(=O)=O)cc2)C(=O)/C1=C\c1ccc(-c2cc([N+](=O)[O-])ccc2Cl)o1`?
Hsp70 displacement: -1.0%; MKP-3 inhibition: 2.7%
